Source: PubChem BioAssay
V-ATPase pH: regulators of yeast V-ATPase proton transport; hit rate 0.37% among 350,000; response, % at 10 µM; S. cerevisiae, pHLuorin cytosolic pH fluorescence; in the data active = response mostly above about 7.3%, no sharp cut-off; inactive = mostly below about 5.4%; note: actives read high; inactives centre near 0; some compounds called inactive have numbers as strong as hits; reference of the scale not given here
HTR5A inv ctr: inverse agonist of human HTR5A in OPRM1-OPRD1 counter-screen | P47898 | HTR5A cell line, luminescence, inverse agonism | hit rate 0.083% among 340,000 | inhibition, % at 9.3 µM; in the data active = inhibition mostly above about 23%, no sharp cut-off; inactive = mostly below about 18%;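 note: 0% = cells with DMSO and 100% = no-cell wells with DMSO; some compounds called inactive have numbers as strong as hits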
HTR5A ag: activates human HTR5A in OPRM1-OPRD1 agonist counter-screen; AID 504692; P47898; activation, % at 9.3 µM; HTR5A agonist assay, luminescence, cell-based; hit rate 0.61% among 340,000; in the data active = activation mostly above about 9.5%, no sharp cut-off; inactive = mostly below about 7.6%;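 note: 0% = cells with vehicle only and 100% = reference agonist; strong numbers were not always called active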
Keap1-Nrf2 PPI: inhibitors of human Keap1-Nrf2 protein-protein interaction. Q14145. Keap1 Kelch-Nrf2 peptide fluorescence polarization, 1536-well. inhibition, % at 9.4 µM. hit rate 0.15% among 340,000; in the data active = inhibition above about 12%;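 note: human Keap1 Kelch domain with fluorescein labeled Nrf2 9mer peptide probe; 0% = neutral control wells and 100% = peptide positive control; higher means more block of Keap1 binding to Nrf2 peptide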
OPRM1-OPRD1 ag: OPRM1-OPRD1 heterodimerization agonism. P35372+P41143. cells, luminescence. activation, % at 9.3 µM. hit rate 0.3% among 340,000; in the data active = activation above about 18%;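 note: 0% = vehicle-treated cells and 100% = reference agonist; values of inactives mirror those of a sister screen read the other way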
RTF Ca sens act: cardiac RTF calcium sensitization; P19429+P45379; IANBD-labeled TnC RTF fluorescence at EC20 calcium; 0% EC20 calcium, 100% full calcium; activation, % at 7.2 µM; hit rate 0.24% among 340,000;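 active = activation above the mean over all tested compounds plus 3 SD, cut at about 30% in these data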;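 note: rise in fluorescence read as greater calcium sensitivity of cardiac thin filaments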
OPRM1-OPRD1 inv: inverse agonist of human OPRM1-OPRD1 heterodimerization. P35372+P41143. cell-based MOR-DOR heterodimer luminescence, inverse agonism. inhibition, % at 9.3 µM. hit rate 0.21% among 340,000. AID 504357; in the data active = inhibition above about 22%, passing the limit was not always enough;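 note: 0% = cells with DMSO and 100% = wells without cells with DMSO; values of inactives mirror those of a sister screen read the other way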
C-LANA FP: KSHV C-LANA DNA binding inhibition; MBP-C-LANA/FAM-LBS DNA binding, fluorescence polarization; inhibition, % at 9 µM; hit rate 0.078% among 340,000;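 active = highest replicate inhibition at or above 60% at 9 µM, even if other replicates fall short; inactive = all replicates below 60% inhibition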;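 note: 0% = neutral control wells and 100% = 4 µM acridine orange control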
CAL-PDZ inh HTS: CAL PDZ (human) peptide binding inhibition; Q9HD26; purified CAL PDZ, TMR-peptide fluorescence polarization, 1 h; hit rate 0.92% among 300,000; AID 602252; inhibition, % at 24.9 µM;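 active = mean inhibition of at least 30% with at least half of replicates also reaching 30%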;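 note: 0% = DMSO neutral control and 100% = excess unlabeled competitor peptide PRC23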
RTF Ca sens inh: cardiac RTF calcium desensitization | IANBD-labeled cardiac RTF, Ca2+ fluorescence | inhibition, % at 7.15 µM | hit rate 0.12% among 340,000;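 active = inhibition above the mean inhibition of all tested compounds plus 3 SD, cut at about 17% in these data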;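 note: assay run at fixed EC70 calcium of 1.6 mM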
Active calls of the source: *; . = no result given.

nr	smiles	V-ATPase pH	HTR5A inv ctr	HTR5A ag	Keap1-Nrf2 PPI	OPRM1-OPRD1 ag	RTF Ca sens act	OPRM1-OPRD1 inv	C-LANA FP	CAL-PDZ inh HTS	RTF Ca sens inh
1	Cc1c(Cl)cccc1NC(=O)CCCCCN1C(=O)CCC1=O	-1	6	-2	3	0.1	8	0	0.8	-3	-1
2	Cc1cc(C)nc(SCC(=O)OCC(=O)Nc2nc3ccccc3s2)n1	2	30	-3	4	-0.5	3	3	6.2	-3	1
3	Cc1cc(C(=O)N2CC=C(c3ccccc3)CC2)c2ccccc2n1	-3	-11	-8	-6	-3.1	3	17	0.6	-2	0
4	O=C(CSCCO)Nc1ccc([N+](=O)[O-])cc1	-1	-1	-1	-1	-0.8	1	4	-0.8	-5	-5
5	Nc1nc2ccc([N+](=O)[O-])cc2[nH]1	2	-8	2	-8	-1.5	4	8	2.2	0	-3
6	CN(c1cc(=O)n2ccccc2n1)C1CCCCC1	4	16	-6	-7	-1.5	-5	8	-1.3	-2	-5
7	NC1=NCC(O)=C1c1nc2ccccc2[nH]1	1	6	-2	-4	-0.7	-1	4	-1.5	3	5
8	Cc1ccc(CCNC(=O)CC2Oc3ccc(C)cc3NC2=O)cc1 (configuration not stated)	0	-7	2	2	-0.2	8	1	8.4	.	0
9	Cc1cnc(NC(=O)CC(C)c2ccccc2)s1 (configuration not stated)	-1	-8	2	-4	-3.2	-2	14	-1.2	-4	-6
10	O=S(=O)(NC1CCCC1)c1ccccc1Cl	3	-9	3	-10	-0.8	-1	4	-1.2	-4	3
11	Cc1cccc(C#N)c1NC1=CC(=O)CC(C)(C)C1	-1	15	3	2	-3.1	0	17	-1.1	1	-1
12	Cc1ccccc1N/C(=N/S(=O)(=O)c1cc(F)ccc1F)c1ccccc1	5	13	2	0	-1.6	-3	5	-1.2	1	2
13	CC1(OCON)CCCc2ccccc21 (configuration not stated)	-2	-9	0	-1	-3.6	11	20	0.4	-4	2
14	O=C(Nc1ccccc1N1CCOCC1)c1cnccn1	1	18	3	-3	-3.7	7	22	-1.1	-3	3
15	CC(C)(C)c1nc(SCC(=O)NNC(=O)c2ccccc2)c2ccccc2n1	7	-9	3	-5	-2.7	-11	15	-1.1	-6	-5

Excerpt, nos. 2–15
nr	smiles	V-ATPase pH	HTR5A inv ctr	HTR5A ag	Keap1-Nrf2 PPI	OPRM1-OPRD1 ag	RTF Ca sens act	OPRM1-OPRD1 inv	C-LANA FP	CAL-PDZ inh HTS	RTF Ca sens inh
2	Cc1cc(C)nc(SCC(=O)OCC(=O)Nc2nc3ccccc3s2)n1	2	30	-3	4	-0.5	3	3	6.2	-3	1
3	Cc1cc(C(=O)N2CC=C(c3ccccc3)CC2)c2ccccc2n1	-3	-11	-8	-6	-3.1	3	17	0.6	-2	0
4	O=C(CSCCO)Nc1ccc([N+](=O)[O-])cc1	-1	-1	-1	-1	-0.8	1	4	-0.8	-5	-5
5	Nc1nc2ccc([N+](=O)[O-])cc2[nH]1	2	-8	2	-8	-1.5	4	8	2.2	0	-3
6	CN(c1cc(=O)n2ccccc2n1)C1CCCCC1	4	16	-6	-7	-1.5	-5	8	-1.3	-2	-5
7	NC1=NCC(O)=C1c1nc2ccccc2[nH]1	1	6	-2	-4	-0.7	-1	4	-1.5	3	5
8	Cc1ccc(CCNC(=O)CC2Oc3ccc(C)cc3NC2=O)cc1 (configuration not stated)	0	-7	2	2	-0.2	8	1	8.4	.	0
9	Cc1cnc(NC(=O)CC(C)c2ccccc2)s1 (configuration not stated)	-1	-8	2	-4	-3.2	-2	14	-1.2	-4	-6
10	O=S(=O)(NC1CCCC1)c1ccccc1Cl	3	-9	3	-10	-0.8	-1	4	-1.2	-4	3
11	Cc1cccc(C#N)c1NC1=CC(=O)CC(C)(C)C1	-1	15	3	2	-3.1	0	17	-1.1	1	-1
12	Cc1ccccc1N/C(=N/S(=O)(=O)c1cc(F)ccc1F)c1ccccc1	5	13	2	0	-1.6	-3	5	-1.2	1	2
13	CC1(OCON)CCCc2ccccc21 (configuration not stated)	-2	-9	0	-1	-3.6	11	20	0.4	-4	2
14	O=C(Nc1ccccc1N1CCOCC1)c1cnccn1	1	18	3	-3	-3.7	7	22	-1.1	-3	3
15	CC(C)(C)c1nc(SCC(=O)NNC(=O)c2ccccc2)c2ccccc2n1	7	-9	3	-5	-2.7	-11	15	-1.1	-6	-5

Next part
nr	smiles	V-ATPase pH	HTR5A inv ctr	HTR5A ag	Keap1-Nrf2 PPI	OPRM1-OPRD1 ag	RTF Ca sens act	OPRM1-OPRD1 inv	C-LANA FP	CAL-PDZ inh HTS	RTF Ca sens inh
16	O=C(CSc1ncnc2sc(-c3ccccc3)cc12)NC1CCS(=O)(=O)C1 (configuration not stated)	-2	-11	4	-1	1.4	-6	-9	-0.1	-2	-23
17	NC(=O)c1ccc(-n2nnnc2SCC(=O)Nc2ccc(N3CCOCC3)c(Cl)c2)cc1	1	11	0	-3	-0.1	4	0	0.5	-3	-4
18	COC(=O)NC(NS(=O)(=O)c1ccccc1)(C(=O)OC)C(F)(F)F (configuration not stated)	-1	2	-1	6	0.6	5	-3	2.7	-5	-3
19	Cc1cc(CC(C)C)n(-c2nc3ccccc3c(=O)n2OCc2ccccc2)n1	-1	15	-6	-4	1.8	-1	-9	0.1	-2	-2
20	COc1ccc(CCNC(=O)c2cc(-c3ccccn3)nc3ccccc23)cc1	0	-1	0	0	-1.9	1	8	-2.9	-2	0
21	COC(=O)CSc1nnc(C)n1-c1ccc(C)cc1	-4	20	0	6	-2.8	5	14	-0.6	-2	-17
22	CC(C)(C)SCCNC(=O)Nc1ccccc1	-1	-6	1	2	-0.1	-4	1	-2.7	-3	-5
23	CC(C)(O)CC[C@@H](O)[C@](C)(O)C1CC[C@@]2(O)C3=CC(=O)[C@]4(O)C[C@@H](O)[C@@H](O)C[C@]4(C)C3CC[C@]12C (some centres not stated)	-1	-9	-6	-4	2.1	0	-11	1.2	24	0
24	CCOc1ccc(S(=O)(=O)N(C)CC(=O)NC2CC2)cc1	4	10	5	-4	-1.4	4	7	-0.8	1	0
25	COc1ccc(S(=O)(=O)n2c(C)nc3ccccc32)cc1C	6	-2	0	0	-1.3	-4	6	-1.0	-3	0
26	O=C(C/C=N\OCc1ccc([N+](=O)[O-])cc1)Nc1ccccc1	2	9	-3	-8	5.0	0	-25	-1.8	-1	-4
27	O=S(=O)(NCC(c1ccco1)N1CCc2ccccc2C1)c1ccc(Br)cc1 (configuration not stated)	4	-21	8	-1	5.5	-1	-35	0.3	-1	-9
28	CN(C)CCOc1ccc(C(C)(C)c2ccccc2)cc1	-2	6	2	-1	0.4	2	-2	-2.1	1	1
29	O=C(NCCN1CCCCC1)Nc1ccccc1Cl	-1	-10	3	-1	-1.9	-1	9	0.0	-2	-5
30	Cc1ccc(NP(=O)(Nc2ccc(C)cc2)Nc2ccc(C)cc2)cc1	-1	-8	3	1	1.1	3	-6	0.6	7	15

Three entries already listed, ordered by count of non-hydrogen atoms, low to high.
nr	smiles	V-ATPase pH	HTR5A inv ctr	HTR5A ag	Keap1-Nrf2 PPI	OPRM1-OPRD1 ag	RTF Ca sens act	OPRM1-OPRD1 inv	C-LANA FP	CAL-PDZ inh HTS	RTF Ca sens inh
18	COC(=O)NC(NS(=O)(=O)c1ccccc1)(C(=O)OC)C(F)(F)F (configuration not stated)	-1	2	-1	6	0.6	5	-3	2.7	-5	-3
30	Cc1ccc(NP(=O)(Nc2ccc(C)cc2)Nc2ccc(C)cc2)cc1	-1	-8	3	1	1.1	3	-6	0.6	7	15
20	COc1ccc(CCNC(=O)c2cc(-c3ccccn3)nc3ccccc23)cc1	0	-1	0	0	-1.9	1	8	-2.9	-2	0

Carrying on.
nr	smiles	V-ATPase pH	HTR5A inv ctr	HTR5A ag	Keap1-Nrf2 PPI	OPRM1-OPRD1 ag	RTF Ca sens act	OPRM1-OPRD1 inv	C-LANA FP	CAL-PDZ inh HTS	RTF Ca sens inh
31	Cc1cc(C)c2cc(CNC3CCCC3)c(Cl)nc2c1	-1	-3	1	-6	3.1	10	-15	-1.7	-3	-8
32	CCOc1ccccc1NC(=S)NC(=O)c1ccco1	1	-11	3	-4	-1.1	1	6	0.1	-5	-5
33	CC(C)c1ccccc1OCC(=O)NC1CCCc2ccccc21 (configuration not stated)	-5	-33	8	4	6.2	0	-33	4.3	.	-5
34	Cc1nc2cc(NC(=O)N3CC4(C)CC3CC(C)(C)C4)ccc2n1C (configuration not stated)	-3	6	-4	-4	-2.0	0	11	-0.2	-8	-2
35	CC(=O)Nc1ccc(S(=O)(=O)NCC(=O)N2CCN(S(=O)(=O)c3cccs3)CC2)cc1	1	11	-4	-3	-1.8	-5	8	-0.9	0	3
36	Cc1csc(NC(=O)CSCc2c(C)noc2C)n1	-4	2	-1	-5	-2.9	4	16	-0.2	-2	9
37	COc1ccc(CCNC(=O)CCCOc2ccc(C)cc2)cc1OC	3	28	0	-4	-2.9	3	15	0.4	-7	6
38	CCn1c(=O)c(C(C)=O)c(O)c2ccccc21	6	5	-2	3	-1.5	1	7	2.1	-1	-6
39	COCCNC(=O)CN(C(=O)Cn1nnc2ccccc21)c1cccc(C)c1C	-2	-4	0	3	-0.5	2	3	-3.5	.	-4
40	CCOc1ccc(CCNC(=O)COC(=O)C2CCN(S(=O)(=O)c3ccccc3)CC2)cc1OCC	0	4	1	1	-3.5	-9	17	0.5	-1	1
41	CC(=O)N1CCN(S(=O)(=O)c2cccc(C(=O)NCc3ccc(F)cc3)c2)CC1	2	-22	5	1	-2.6	2	14	-2.6	-2	-7
42	O=S(=O)(c1ccc(Cl)cc1)N1CCN(c2ncccn2)CC1	1	-20	4	0	-1.7	6	9	2.6	-1	-2
43	CCn1c(/C=C/c2c(C)n(CC)c3ccccc23)nc2ccccc2c1=O	-1	8	5	2	-1.6	-5	8	7.6	-1	-8
44	O=C(Nc1cccc(N2C(=O)C3CCCCC3C2=O)c1)c1ccccc1 (configuration not stated)	4	-4	1	7	-1.6	3	9	-1.1	1	-6
45	CSCCC(=O)N1CCN(CC(=O)N2CCCC2)CC1	3	-22	8	-2	-1.2	0	8	1.2	-2	-3
46	C1CCCCCC(=NNc2nn[nH]n2)CCCCC1	2	-16	6	5	-2.0	2	10	1.0	-3	1
47	COc1ccc(-n2c(=O)c3c4c(sc3n(CC(=O)NCc3ccco3)c2=O)CCC4)c(OC)c1	-1	14	1	-1	-3.0	-3	15	0.6	0	6
48	O=C(Cc1c(F)cccc1Cl)Nc1ccccc1C(=O)N1CCCCC1	-3	2	3	-2	-2.0	7	13	0.0	-2	3
49	CCCS(=O)(=O)N1CCCC(C(=O)Nc2ccc3c(c2)CCC3)C1 (configuration not stated)	6	10	-4	-4	-2.0	-1	10	-1.3	0	-2
50	O=C(Nc1cc(S(=O)(=O)N2CCOCC2)ccc1N1CCCCC1)c1cc(-c2ccccn2)nc2ccccc12	-1	-12	2	-3	-2.1	1	10	-0.5	0	-1
51	C=CCN(Cc1nc(-c2ccccc2)no1)C(=O)c1ccc2c(c1)OCO2	3	5	-2	-5	0.7	10	-5	0.6	.	-8
52	Cc1cc(/C=N/NC(=O)CC#N)c(C)n1-c1ccc([N+](=O)[O-])cc1	-3	19	-4	2	-1.9	3	10	1.9	3	-4
53	CCOC(=O)N1CCN(Cc2nc(-c3ccccc3)no2)CC1	-3	-5	3	-3	-1.8	0	10	-0.3	4	2
